Screening data: PubChem, National Center for Advancing Translational Sciences (NCATS)
TRPV1 agonist = activates the human vanilloid receptor TRPV1; TRPV1-expressing cells, Fluo-8 calcium influx, agonist mode; 0.19% of 320,000 active; AID 540275; Q8NER1; activation, % at 8.33 µM; in the data active = activation above about 80%; inconclusive = between about 30% and that limit; also: 0% is about no effect
Target sequence (Q8NER1 whole entry, looked up): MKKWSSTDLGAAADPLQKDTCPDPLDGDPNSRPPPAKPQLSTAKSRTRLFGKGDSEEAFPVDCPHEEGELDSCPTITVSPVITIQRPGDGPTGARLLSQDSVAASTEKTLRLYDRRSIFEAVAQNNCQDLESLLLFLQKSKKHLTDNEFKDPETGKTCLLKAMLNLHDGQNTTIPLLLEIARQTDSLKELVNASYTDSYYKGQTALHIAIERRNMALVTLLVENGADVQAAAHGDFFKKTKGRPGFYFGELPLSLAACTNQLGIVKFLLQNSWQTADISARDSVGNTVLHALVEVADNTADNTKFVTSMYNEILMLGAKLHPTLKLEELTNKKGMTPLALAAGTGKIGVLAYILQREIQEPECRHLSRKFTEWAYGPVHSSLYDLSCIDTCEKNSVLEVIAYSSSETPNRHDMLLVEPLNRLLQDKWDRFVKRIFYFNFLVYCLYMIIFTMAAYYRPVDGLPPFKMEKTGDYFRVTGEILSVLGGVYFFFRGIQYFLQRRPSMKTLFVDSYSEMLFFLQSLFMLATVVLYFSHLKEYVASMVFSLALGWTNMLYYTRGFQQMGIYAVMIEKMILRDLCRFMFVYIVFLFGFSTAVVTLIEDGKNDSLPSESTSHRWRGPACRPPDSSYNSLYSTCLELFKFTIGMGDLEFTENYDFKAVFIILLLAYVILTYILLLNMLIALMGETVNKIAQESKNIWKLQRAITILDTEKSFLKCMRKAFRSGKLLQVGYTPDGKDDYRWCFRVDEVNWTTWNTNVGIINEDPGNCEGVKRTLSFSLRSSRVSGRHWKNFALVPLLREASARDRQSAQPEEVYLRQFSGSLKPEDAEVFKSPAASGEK
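TRPV1-expressing cells were cultured overnight at 35.5C and loaded with Fluo-8 calcium dye for 40 to 90 min at room temperature. After a 10 s baseline, compound was added and calcium influx was read kinetically for 3 min (ex 480/em 520 nm).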
TSG101-PTAP inh = blocks PTAP/TSG101 interaction to inhibit HIV-1 budding; Q99816; Fluorescence polarization, FITC-PTAP peptide / Tsg101 binding; Potency, µM (top dose mostly 115 µM), without a hit: top-dose activity change, negative = inhibition, hits mostly inhibitors; 340,000 tested, under 10 active; AID 493005; active = well fitted inhibition curve with a large enough effect in the main read-out, with a control signal flat, not every such curve was filed as active; inconclusive = small, poorly fitted or top-dose-only effect, or effect the other way, or a change in a side signal; inactive = no such curve, though single readings can be large or run the other way; also: potency is read from the fitted curve at half-maximal effect; % of control where 0% means no effect
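Compounds were pin-transferred onto Tsg101 binding domain (10 uM final) in HEPES pH 7.5 buffer, then FITC-PTAP peptide was added at 50 nM final. After 20 min at RT, polarization reported peptide displacement across a qHTS concentration series.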
A-T KAP1 phos = potential ataxia-telangiectasia treatments restoring KAP-1 phosphorylation; AID 485349; 0.19% of 320,000 active; Potency, µM (top dose mostly 57.5 µM), inactives show at the highest dose activation, usual class: activators; […] A-T fibroblasts, KAP-1 phosphorylation AlphaLISA; neocarzinostatin DNA damage 30 min before lysis; also: potency is read from the fitted curve at half-maximal effect; % of control where 0% means no effect; nearly all actives have a fitted effect of over 45% in size
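hTERT-immortalized A-T patient fibroblasts ([…]), 500 cells/well in OPTI-MEM, 1% FBS, got compounds for 60 min, then NCS for 30 min at 37C. Lysates were then assayed for phospho-KAP-1 by AlphaLISA (anti-pKAP1 donor, anti-KAP1 acceptor beads), 6 hr at 25C.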
B2AR arrestin = beta2AR (human) beta-arrestin recruitment activity. 0.02% of 330,000 active. beta-arrestin recruitment to beta2AR, cell-based reporter. Potency, µM (titrated, usually from 46.1 µM), for inactives: top-dose activation, actives largely listed as activators;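 also: potency is read from the fitted curve at half-maximal effect; 0% = DMSO controls and full agonism = EC100 isoproterenol or metaproterenol; nearly all actives have a fitted effect of over 65% in size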
BRCA1 expr act = increases BRCA1 expression | MCF7-BRCA1-FFLuc reporter, luminescence, 48 h; response scale: scaled: vehicle 0%, 10 µM genistein 100% | Potency, µM (top dose mostly 46.1 µM), without a hit: at the highest dose activation, actives largely listed as activators | 1.1% of 380,000 active | AID 624202; also: potency is read from the fitted curve at half-maximal effect; nearly all actives have a fitted effect of over 80% in size; some results filed as inactive show a strong effect at the top dose
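Using MCF7 cells harboring a BRCA1 firefly luciferase reporter, plated 2 h before compound pinning, the screen measured luminescence after 48 h incubation. Responses were normalized to DMSO and 10 microM genistein, then fitted for concentration-effect.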
p53 reactivator = re-activators of mutant p53. H1299 p53-A138V BP100-luciferase reporter, luminescence, 24 h. Potency, µM (doses to about 92.2 µM), without a hit: at the highest dose activity change, positive = activation, most hits filed as activators. 0.063% of 320,000 active. AID 504706; also: potency is read from the fitted curve at half-maximal effect; % of control where 0% means no effect; nearly all actives have a fitted effect of over 45% in size
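p53-null H1299 cells stably carrying temperature-sensitive p53-A138V and a BP100-luciferase reporter were pinned with compounds (4-point, 1:5 series) and held 24 hrs at 37 deg C. Luminescence was read 10 min after detection reagent.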
CXXC DNA block = MLL CXXC-DNA interaction inhibition. MLL-CXXC / FITC-HOXA9 DNA fluorescence polarization. Potency, µM (doses to about 115 µM), for the others: at the top dose activity change, negative = inhibition, actives largely listed as inhibitors. 0.037% of 290,000 active. AID 2662; active = well fitted inhibition curve with a large enough effect in the polarisation, with a control signal flat, not every such curve was filed as active; inconclusive = small, poorly fitted or top-dose-only effect, or effect the other way, or a change in a side signal; inactive = no such curve, though single readings can be large or run the other way; the % refers to the polarisation; also: potency is read from the fitted curve at half-maximal effect
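Fluorescence polarization: 7 uM MLL-CXXC (stock) preincubated 5 min with compounds, then 50 nM fluorescein-HOX-A9 DNA (stock) added; 30 min ambient. Buffer 50 mM Tris-HCl pH 7.5, 50 mM NaCl, 1 mM DTT, 0.05% BSA.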
ELG1 repair inh = inhibitors of ELG1-dependent DNA repair in HEK293T cells; HEK293T ELG1-luciferase reporter, luminescence, 16 h; DNA damage induced by 5-fluorouridine; Potency, µM (titrated, usually from 46.1 µM), for inactives: top-dose activity change, negative = inhibition, hits mostly inhibitors; 2.3% of 330,000 active; AID 504467; also: potency is read from the fitted curve at half-maximal effect; % is scaled to controls: 0 for no effect and ±100 for the full control effect; nearly all actives have a fitted effect of over 55% in size
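Reporter activity after DNA damage by 5-fluorouridine is monitored. Compound-treated cells incubate 16 hr at 37 °C, then ONE-Glo is added for 30 min before luminescence reading.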
a7 integrin act = integrin-mediated muscular dystrophy alleviation activation | alpha7betagal myoblasts, beta-gal FDG fluorescence, 48 h | 0.064% of 350,000 active | Potency, µM (doses to about 38.3 µM), inactives show at the top dose activation, usual class: activators;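 also: potency is read from the fitted curve at half-maximal effect; 100% = response of the positive control SU9516; nearly all actives have a fitted effect of over 60% in size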
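Alpha7betagal+/- myoblasts (passage 13) were plated 16-24 hr, then exposed to compounds (1:260 dilution of DMSO stock) for 48 hours at 37C. After MPER lysis, β-galactosidase reporter activity was read as FDG fluorescence (ex 480/em 540) after 30 minutes.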
TCR activator = activates T cell receptor signaling; primary human leukocytes, anti-CD3, IL-2 HTRF, 48 h; Potency, µM (titrated, usually from 9.22 µM), for inactives: top-dose activation of IL-2 secretion, hits mostly activators; 330,000 tested, under 10 active; also: % of control where 0% means no effect
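IL-2 produced over 48 hr by a-CD3 bead-stimulated primary human leukocytes exposed to compounds was detected with a homogeneous time-resolved FRET immunoassay, 665nm acceptor signal after 320nm excitation.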
Numbers without * were called inactive; ? = inconclusive; · = not tested or not shown; [ ] = another dose, or the depositor's remark. Unless noted, calls follow the shape of the dose curve; as a rule, active = well fitted curve in the direction sought with a large enough effect; inconclusive = small, poorly fitted or top-dose-only effect, or another doubt; inactive = no such curve, though single readings can be large; an effect the other way counts as inactive or inconclusive. Hits appear at their usual frequency; overall some 3.8% were active at least once.

SMILES	TRPV1 agonist	TSG101-PTAP inh	A-T KAP1 phos	B2AR arrestin	BRCA1 expr act	p53 reactivator	CXXC DNA block	ELG1 repair inh	a7 integrin act	TCR activator
COc1ccccc1NS(=O)(=O)c1cc(N)ccc1N1CCOCC1	·	-4%	12%	-0.5%	-21%	-13%	·	5%	10%	1%
O=C(OCn1ncc(Cl)c(Cl)c1=O)c1ccccc1Cl	0	-9%	5%	-0.2%	-109%[inhibitor]	-12%	-5%	?	-68%[inhibitor]	5%
C=CCn1c(-c2ccc(OC)cc2)nc2nc3ccccc3nc21	9	-3%	4%	-0.1%	-16%	9%	-12%	0%	-18%	-1%
Nc1nnc(SCc2nnc(-c3ccccc3)o2)s1	2	1%	1%	-0.9%	11%	?	0%	?	-9%	-4%
C=CCNc1nc(-c2cc3ccccc3o2)cs1	10	-10%	-3%	-1.0%	?	?	7%	?	-9%	4%[46.1 µM]
Cc1csc(NC(=O)CCCC(=O)O)c1-c1nc2ccccc2s1	0	-2%	9%	-0.6%	14%	2%	1%	16%	15%	-3%
Cc1ccc2sc(NNC(=O)c3cc(-c4cccs4)nc4ccccc34)nc2c1C	-4	·	7%	-1.0%	·	9%	15%	?	·	·
CCn1c(SCC(=O)Nc2cccc(C)n2)nc2c1c(=O)n(C)c(=O)n2C	-4	0%	-3%	-0.3%	-1%	-2%	-5%	-20%	3%	9%
CSCCC(NC(=O)COc1ccccc1)C(=O)N(C)CC(=O)Nc1ccc(Cl)cc1 (stereo not given)	1	0%	10%	0.2%	-38%	-2%	·	?	8%	3%
NCC(=O)c1cccc2ccc[n+]([O-])c12	2	-5%	-7%	-0.3%	-4%	0%	-12%	-8%	13%	-2%
CCOc1ccc(/C(O)=C/C(=O)C(=O)Nc2ccc(S(=O)(=O)NC(C)=O)cc2)cc1	0	-6%	1%	-0.3%	9%	-5%	3%	11%	3%	-2%[46.1 µM]
Cc1nonc1-c1ccc2c(c1)OCO2	-2	0%	-2%	0.4%	-3%	-1%	-9%	2%	-2%	-6%
CCc1c(C)nc2ncnn2c1N1CCC(C(=O)NCc2cccs2)CC1	17	-3%	-1%	-0.1%	-28%	1%	-6%	-8%	?	5%
C/C(=N\NC(=O)CN(c1ccccc1)S(=O)(=O)c1ccccc1[N+](=O)[O-])C(C)(C)C	8	3%	4%	-0.3%	-22%	2%	-6%	-1%	-4%	1%[46.1 µM]
CCN(CC(=O)NC(c1ccccc1)c1ccccc1)Cc1nc2ccccc2c(=O)[nH]1	-1	-1%	6%	-0.1%	-10%	-2%	2%	-4%	9%	-1%
CCOc1ccccc1N=Nc1c(C)[nH]n(C(N)=S)c1=O	-3	0%	-7%	?	-59%	-4%	-19%	-7%	-25%	4%
Cc1ccc2c(c1)NCC(C(=O)NC1CCCCC1)O2 (stereo not given)	24	·	2%	0.3%	50%	3%	?	20%	10%	·
CC1(C)CC(=O)C2=C(C1)Nc1ccccc1NC2	1	-4%	0%	-0.2%	-2%	10%	2%	1%	32%	-16%
O=C(CNC(=O)c1ccc(N2C(=O)c3ccccc3C2=O)cc1)OCC(=O)c1ccc(Cl)cc1	0	-1%	6%	-0.5%	3%	3%	?	3%	-5%	-5%[46.1 µM]
c1coc(-c2nc3nc4ccccc4n3nc2-c2ccco2)c1	?	7%	·	·	-48%	·	4%	·	5%	4%
O=C(NCCO)c1ccc(Oc2ccc(C(F)(F)F)cc2[N+](=O)[O-])cc1	?	3%	3%	0.1%	-5%	-5%	-8%	-13%	33%	-2%
CCOc1cc(C2C(C(=O)OC)=C(C)N=C3SCCC(=O)N32)ccc1OC(C)=O (stereo not given)	0	-6%	2%	0.3%	-1%	-4%	-8%	12%	-11%	-2%
O=C(CSc1nnc(NC(=O)c2ccccc2F)s1)NC1CC1	-2	1%	-10%	-0.6%	41%	18%	7%	?	11%	-4%
COc1ccc(-c2nnc(SCc3ccccc3F)o2)cc1	9	2%	1%	-0.4%	?	?	-3%	?	-16%	0%
CC1C(=O)N2CCCc3cc(S(=O)(=O)Nc4ccccc4F)cc1c32 (stereo not given)	5	-5%	0%	-0.3%	-26%	8%	·	19%	13%	1%
COc1ccc(CNc2nc(C)cc(C)c2C#N)cc1	1	-2%	9%	0.4%	10%	1%	-7%	8%	-17%	7%
O=C(CCCN1C(=O)/C(=C/c2ccccc2Cl)SC1=S)NNC(=O)c1ccc(Cl)cc1Cl	-5	3%	32%	-0.5%	-90%	-12%	18%	-19%	3%	-3%
COc1ccccc1/C=N\N=C(\N)c1ccccn1	-5	1%	2%	0.0%	58%	?	3%	?	10%	3%[46.1 µM]
O=S(=O)(c1ccc2c(c1)C(O)c1ccccc1CC2)C(F)(F)F (stereo not given)	24	-4%	19%	0.0%	0%	-10%	·	16%	·	-3%
N#Cc1cccc(S(=O)(=O)N2CCN(c3ccnc4cc(Cl)ccc34)CC2)c1	3	-6%	2%	0.7%	-14%	-4%	4%	?	?	-7%

Overlap with the part before: 2 compounds; new compounds follow.
SMILES	TRPV1 agonist	TSG101-PTAP inh	A-T KAP1 phos	B2AR arrestin	BRCA1 expr act	p53 reactivator	CXXC DNA block	ELG1 repair inh	a7 integrin act	TCR activator
O=S(=O)(c1ccc2c(c1)C(O)c1ccccc1CC2)C(F)(F)F (stereo not given)	24	-4%	19%	0.0%	0%	-10%	·	16%	·	-3%
N#Cc1cccc(S(=O)(=O)N2CCN(c3ccnc4cc(Cl)ccc34)CC2)c1	3	-6%	2%	0.7%	-14%	-4%	4%	?	?	-7%
CN(C)S(=O)(=O)c1ccc(C(=O)Nc2ccc(F)cc2F)cc1	?	-4%	4%	-0.1%	74%	4%	0%	0%	-7%	1%
Cn1c(=O)c([N+](=O)[O-])c(NCCCn2ccnc2)c2ccccc21	2	0%	-3%	0.1%	-24%	0%	-5%	0%	-14%	0%
O=C(c1ccc(F)cc1F)N1CCCN(c2nc(-c3ccccc3)ns2)CC1	8	-5%	0%	-1.0%	-37%	-6%	2%	4%	?	-2%
CC1=C(C(=O)Nc2cccc([N+](=O)[O-])c2)C2(CCC(C)CC2)OC1=O (stereo not given)	23	0%	0%	-0.4%	0%	2%	6%	?	9%	-7%
CCOc1ccccc1C(=O)NCC(=O)NC(C)c1ccc(-n2ccnc2)cc1 (stereo not given)	-1	-11%	1%	0.2%	-8%	0%	·	-7%	4%	-1%
Cc1cccc(N=Nc2c(C)nn(-c3ccccc3)c2N)c1C	?	-5%	11%	-0.2%	-28%	21%	-8%	?	-37%	0%[46.1 µM]
O=c1c2ccccc2c2ccccc2c(=O)n1Cc1ccco1	16	-2%	2%	-0.5%	41%	5%	0%	2%	-4%	9%
Cc1cc(NC(=O)c2cc(-c3ccc(O)cc3)on2)no1	11	-4%	-7%	-0.2%	48%	9%	1%	?	-9%	-9%
CC(=O)c1sc(NC(=O)c2oc3ccc(F)cc3c2C)nc1C	2	-1%	-4%	0.6%	?	·	·	?	-24%	-54%
COc1nc(NCCc2ccc(OC)c(OC)c2)nc(OC)n1	-2	-3%	·	·	-10%	·	-1%	·	-17%	0%
CC1(C)C(=O)Nc2ccccc2N1C(=O)CSc1nc(-c2ccccc2)cs1	2	-5%	17%	-0.4%	-30%	?	5%	?	-5%	-6%[46.1 µM]
Cc1oc(-c2cc(F)cc(F)c2)nc1CN1CCSCC1	0	-6%	-1%	-1.7%	0%	-2%	-3%	7%	17%	-2%
C=CCNC(=S)Nc1cccc2[nH]ncc12	-1	-1%	-1%	0.0%	18%	-3%	2%	-7%	-1%	·
CC(C)CC(COCc1ccc(Cl)cc1)N1CCN(C(=O)c2ccc(Cl)cc2Cl)CCC1=O (stereo not given)	-1	-6%	-6%	-1.5%	-68%	-2%	-11%	23µM*	-21%	2%
Cc1cc(F)c(F)c(C(=O)N2CCN(C)CC2)c1Cl	3	0%	·	-0.5%	7%	8%	8%	?	20%	6%
O=C(O)c1ccccc1C(=O)Nc1nc(-c2ccccc2)cs1	-2	-3%	-1%	-0.2%	-7%	·	-6%	11%	14%	-4%
Cn1c(SCC(=O)NCC2CCCO2)ncc(C(=O)Nc2ccc(F)cc2)c1=O (stereo not given)	2	-3%	6%	0.1%	-33%	?	·	?	14%	4%
CCN1C(=O)c2cccc3c(S(=O)(=O)Nc4nc(C)cs4)ccc1c23	0	-6%	-3%	-0.4%	-76%	-11%	2%	?	?	1%
CCNC(=S)N(CCCN(C)C)Cc1cc2cc3c(cc2[nH]c1=O)OCCO3	-2	-4%	12%	-0.9%	-3%	14%	-1%	28%	8%	3%
COc1ccc(NC(=O)CSc2nc3c(c(=O)n(C)c(=O)n3C)n2C)c(OC)c1	-3	1%	4%	-0.3%	-13%	36%	-2%	-9%	?	-2%
